Screening data (PubChem BioAssay)
Rab9 promoter act: activators of Rab9 promoter; 320,000 tested, 2.8% active; Huh7 Rab9 promoter-luciferase reporter, luminescence, 24 h; Potency, µM (titrated, usually from 9.22 µM), for the others: at the top dose activation, negative = inhibition, actives largely listed as activators; further: potency means the concentration at half of the fitted maximal effect; % of control where 0% means no effect; nearly all actives have a fitted effect of over 60% in size
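Rab9 promoter-driven luciferase in stably transfected Huh7 cells; 1500 cells/well rested 2 h, exposed to compound in DMSO for 24 h at 37 °C, 5% CO2. Luminescence read 10 min after adding luciferase reagent at ambient temperature.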
FLuc modulator: firefly luciferase modulation, counter-screen for miR-21 project; P08659; purified FLuc, Km substrates, luminescence inhibition; Potency, µM (series often up to 57.5 µM), for inactives: at the top dose activity change, negative = inhibition, actives largely listed as inhibitors; 360,000 tested, 6.9% active; AID 588342;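 further: potency means the concentration at half of the fitted maximal effect; plate controls were vehicle for no effect and reference inhibitor for full effect; nearly all actives have a fitted effect of over 55% in size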
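Biochemical qHTS of compounds, final roughly 60 µM downward over six points, against 10 nM purified firefly luciferase using Km concentrations of substrates (10 uM D-luciferin, 10 uM ATP) in Tris acetate pH 7.5 buffer; luminescence output.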
Gal4-VP16 FLuc: Gal4-VP16 reporter inhibition counter-screen. Drosophila S2 Gal4-VP16 UAS-luciferase, luminescence, 20 h. Potency, µM (series often up to 53.6 µM), inactives show at the top dose activity, negative = inhibition, usual class: inhibitors. 310,000 tested, 3.5% active. AID 2546;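 further: Gal4-VP16 expression switched on by copper sulfate through the metallothionein promoter; potency means the concentration at half of the fitted maximal effect; on the % scale 0 is the no-effect control and ±100 the full control effect; nearly all actives have a fitted effect of over 50% in size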
NPC1 promoter act: NPC1 promoter activation | Potency, µM (highest dose often 9.22 µM), for the others: at the top dose activation, usual class: activators | AID 485313 | 320,000 tested, 2.4% active | Huh7 NPC1 promoter luciferase reporter, 24 h;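 further: potency means the concentration at half of the fitted maximal effect; % of control where 0% means no effect; nearly all actives have a fitted effect of over 60% in size; reporter is driven by a mutant NPC1 promoter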
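Stable NPC1-promoter luciferase Huh7 line; cpd (DMSO) 24 h, 37 °C, 5% CO2; Amplite luciferase reagent 10 min RT; luminescence readout. qHTS format.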
RORg inh: inhibitors of mouse ROR gamma transcriptional activity; P51450; Drosophila S2 Gal4-RORgamma UAS-luciferase reporter, 20 h; Potency, µM (highest dose often 53.6 µM), without a hit: top-dose activity change, negative = inhibition, hits mostly inhibitors; 310,000 tested, 5.4% active; further: potency means the concentration at half of the fitted maximal effect; on the % scale 0 is the no-effect control and ±100 the full control effect; nearly all actives have a fitted effect of over 60% in size
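Drosophila S2 cells stably expressing Gal4-DBD/mouse RORγ fusion under metallothionein promoter plus UAS-luciferase; compound 1 h, then 700 uM CuSO4 induction for 20 h at ambient temperature; inhibition read as reduced luminescence.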
BRCA1 expr up: increases BRCA1 expression | Potency, µM (highest dose often 46.1 µM), inactives show at the highest dose activation, most hits filed as activators | AID 624202 | 380,000 tested, 1.1% active | MCF7-BRCA1-FFLuc reporter, luminescence, 48 h; response scale: scaled: vehicle 0%, 10 µM genistein 100%; further: potency means the concentration at half of the fitted maximal effect; nearly all actives have a fitted effect of over 80% in size; some results filed as inactive show a strong effect at the top dose
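48 h compound treatment of MCF7-BRCA1-FFLuc cells (phenol-red free MEM, 37 °C), then 15 min with luciferase substrate and luminescence imaging.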
Menin MLL FP TR: displaces Texas Red mutant MLL peptide from human menin. Menin + Texas Red MLL mutant peptide, fluorescence polarization. Potency, µM (highest dose often 61.6 µM), without a hit: at the top dose FP activity change, negative = inhibition, hits mostly inhibitors. 270,000 tested, 0.23% active. AID 1768; active means well fitted inhibition curve with a large enough effect in the polarisation, with a control signal flat, not every such curve was filed as active; inconclusive means small, poorly fitted or top-dose-only effect, or effect the other way, or a change in a side signal; inactive means no such curve, though single readings can be large or run the other way; the % refers to the polarisation; further: potency means the concentration at half of the fitted maximal effect; % of control where 0% means no effect; many of its hits are not listed in these tables
Target sequence (O00255 whole entry, looked up): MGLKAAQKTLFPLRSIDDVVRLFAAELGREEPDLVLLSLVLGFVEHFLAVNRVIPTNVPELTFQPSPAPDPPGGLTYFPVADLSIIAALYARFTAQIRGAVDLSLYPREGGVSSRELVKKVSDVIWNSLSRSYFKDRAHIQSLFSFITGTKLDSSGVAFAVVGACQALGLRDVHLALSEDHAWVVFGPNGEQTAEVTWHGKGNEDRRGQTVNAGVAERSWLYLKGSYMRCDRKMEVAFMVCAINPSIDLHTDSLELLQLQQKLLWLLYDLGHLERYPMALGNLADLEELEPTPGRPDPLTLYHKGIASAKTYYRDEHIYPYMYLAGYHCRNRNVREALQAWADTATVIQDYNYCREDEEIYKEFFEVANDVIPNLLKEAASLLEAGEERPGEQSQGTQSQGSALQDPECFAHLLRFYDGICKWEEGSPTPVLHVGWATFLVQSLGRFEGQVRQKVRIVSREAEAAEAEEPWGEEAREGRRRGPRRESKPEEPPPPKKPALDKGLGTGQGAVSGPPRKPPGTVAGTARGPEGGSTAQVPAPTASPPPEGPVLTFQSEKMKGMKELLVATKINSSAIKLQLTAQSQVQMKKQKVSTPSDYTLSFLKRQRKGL
p53 reactivation: restores transcriptional activity of mutant p53. H1299 p53-A138V BP100-luciferase reporter, luminescence, 24 h. Potency, µM (series often up to 92.2 µM), without a hit: at the top dose activity change, positive = activation, hits mostly activators. 320,000 tested, 0.063% active; further: potency means the concentration at half of the fitted maximal effect; % of control where 0% means no effect; nearly all actives have a fitted effect of over 45% in size
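H1299 (p53-null), stable ts p53-A138V + BP100-Luc; 1000 cells/well, Opti-MEM/10% FBS; cpd 4 pt, 1:5; 24 h, 37 deg C, 5% CO2; detection reagent 10 min RT; luminescence.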
PKM2 activator: PKM2 (human) enzyme activation | P14618 | purified PKM2, Kinase-Glo ATP luminescence, activation; response scale: 0% is enzyme alone, no compound | Potency, µM (top dose mostly 57.5 µM), for the others: at the top dose activation, usual class: activators | 260,000 tested, 0.34% active | AID 1631; further: potency means the concentration at half of the fitted maximal effect; on the % scale 0 is the no-effect control and ±100 the full control effect; nearly all actives have a fitted effect of over 55% in size
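Kinase-Glo luminescence reports ATP generated from ADP (0.1 mM) and PEP (0.5 mM) by purified hPK-M2 after 1 h at room temperature, pH 7.2 imidazole buffer; intermediate enzyme activity allows detecting inhibitors and activators.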
Giardia kill: Giardia lamblia killing. Giardia lamblia trophozoite viability. 340,000 tested, 0.15% active. activity change, % at 7.66 µM, hits read low; in the data active means activity change below about -80%; inconclusive means between about -30% and that limit;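 further: parasites exposed to compound for two days anaerobically before the ATP read; on the % scale 0 is the no-effect control and ±100 the full control effect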
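ATP-content bioluminescence gauges trophozoite survival. Cells (100/well) receive compound and incubate anaerobically for 48 hrs at 37 deg C; detection reagent follows for 15-30 min at room temperature.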
ELG1 genotox: genotoxicity induction in ELG1-luciferase HEK293T cells | 330,000 tested, 1.3% active | Potency, µM (highest dose often 46 µM), for inactives: top-dose activity change, positive = activation, most hits filed as activators | HEK293T ELG1-luciferase reporter, luminescence, 16 h; further: potency means the concentration at half of the fitted maximal effect; % of control where 0% means no effect; nearly all actives have a fitted effect of over 60% in size
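Reporter readout depends on ELG1 protein level, which increases with genetic stress. After 16 hr compound exposure at 37 °C, luciferase activity was quantified using ONE-Glo.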
Active calls of the source: *; ? = inconclusive; . = not tested or not shown; & = joins results of further samples; [ ] = remark or other dose. Unless noted, the call rests on the fitted dose curve; in most records, active means well fitted curve in the direction sought with a large enough effect; inconclusive means small, poorly fitted or top-dose-only effect, or another doubt; inactive means no such curve, though single readings can be large; an effect the other way counts as inactive or inconclusive.

Sequence of screens: Rab9 promoter act | FLuc modulator | Gal4-VP16 FLuc | NPC1 promoter act | RORg inh | BRCA1 expr up | Menin MLL FP TR | p53 reactivation | PKM2 activator | Giardia kill | ELG1 genotox
> CC(=O)Nc1ccc(NC(=O)C2CCN(S(=O)(=O)c3cccc4nonc34)CC2)cc1
→ 3% | 1% | -9% | 0% | -27% | 15% | ? | 1% | -2% | -6 | 1%
> CCc1ccc(CN2CCC(Oc3ccc(C(=O)NCc4ccccn4)cc3)CC2)o1
→ 4% | -1% | -19% | 1% | 4% | -6% | -19% | 3% | . | 14 | -2%
> Cc1cc(C)cc(OCC(=O)OCC(=O)NCCC2=CCCCC2)c1
→ -2% | 5% | -12% | -3% | -20% | 1% | -12% | 0% | 0% | 4 | 0%
> O=C(O)CSCc1nc2ccccc2[nH]1
→ 4% | 1% | -3% | 0% | -12% | 11% | 5% | 7% | 0% | 20 | 0%
> COc1ccccc1C(=O)Nc1cc(C)ccc1NC(=O)c1ccco1
→ -3% | 1% | 2% | -5% | 17% | -20% | -12% | -2% | 0% | -7 | -8%
> Cc1ccc(OCC(O)CNS(=O)(=O)c2ccccc2C(=O)N2CCCCC2)cc1 (stereo not drawn)
→ 6% | -1% | -1% | 0% | 43% | -26% | 5% | -5% | 0% | 2 | -10%
> N#CCS(=O)(=O)c1ccccc1
→ 2% | 5% | 1% | 0% | -2% | 10% | -30% | . | 15% | -27 | 1%
> CC(=O)C1=C(c2ccccc2)OC(N)=C(C#N)C1c1ccccc1C (stereo not drawn)
→ -4% | -2% | -9% | -4% | ? | 0% | -16% | 17% | 6% | -12 | 0%
> CCn1c(SCC(=O)O)nnc1-c1cccnc1
→ -4% | -1% | -6% | -3% | -11% | 0% | 1% | 4% | -1% | 10 | 1%
> CC(C)c1cccc(C(C)C)c1OC(=O)[C@H]1OC(C(C)(C)C)=C[C@@H]1c1ccccc1
→ 2% | 6% | . | -4% | . | -2% | . | -1% | . | -1 | -4%
> CSc1nc(N)nc(SCC(=O)C(C)(C)C)c1C#N
→ 9% | -1% | 18% | 2% | 43% | 61% | 16% | 16% | 1% | -21 | ?
> CCCCCC(=O)NNC1=NCC(Cc2ccccc2)S1 (stereo not drawn)
→ 8% | -8% | ? | 3% | 1.4µM* | -13% | -7% | -1% | -2% | -8 | 0%
> COCC(=O)N1CCC(Oc2ccc(C(=O)NCc3csc(C(C)C)n3)cc2)CC1
→ 2% | 0% | 0% | -4% | 7% | -4% | -1% | 10% | . | 6 | 0%[9.26 µM]
> Cc1ccc(-c2csc(=S)n2CC(=O)OCC(=O)NCc2ccc(F)cc2)cc1
→ 0% | -2% | ? | -7% | -25% | . | -6% | -3% | -4% | . | ?
> COc1ccccc1CNC(=O)CCS(=O)(=O)c1ccc2c(c1)CC(C)N2C(=O)C1CC1 (stereo not drawn)
→ -2% | 4%&5% | 12% | 1% | 4% | -5% | . | 0% | . | 10 | -1%
> Cc1ccc(NC(=O)N[C@H](C(=O)O)C(C)C)c(C)c1
→ 1% | -2% | -6% | -2% | -9% | 0% | . | -2% | 7% | 15 | 2%
> Cc1ccc(N(C(=O)Nc2ccccc2)C2=NCCC2)cc1
→ -1% | -3% | -1% | 2% | 27% | 8% | . | ? | -8% | 2 | 0%
> Cc1ccc(S(=O)(=O)N(CCCN(C)C)Cc2ccc3c(c2)OCO3)cc1
→ -6% | 2% | -6% | 5% | 1% | -4% | ? | -15% | . | -1 | -4%
> COc1ccc(-c2nc3ccccc3n2Cc2ccc(C)cc2)cc1
→ . | ? | ? | . | 13µM* | -22% | -9% | . | -3% | 0 | .
> CCCC1C2CN(C(C)=O)CC=C2C(C#N)=C(N)C1(C#N)C#N (stereo not drawn)
→ -8% | 3% | 29% | 7% | -13% | -14% | -14% | 1% | -6% | -14 | 1%
> COc1cc(-c2nn3c(-c4cccnc4)nnc3s2)cc(OC)c1OC
→ 0% | 0% | -2% | 1% | 2% | -27% | -12% | -1% | -5% | 11 | -4%
> Cc1ccc(CNS(=O)(=O)NCc2ccc(Cl)cc2)cc1
→ 0% | -2% | -10% | 1% | 6% | 0% | ? | 2% | -1% | -14 | 0%
> O=C(COC(=O)COc1ccccc1)Nc1ncc([N+](=O)[O-])s1
→ 3% | ? | . | 3% | . | 2% | . | ? | . | -26 | -1%
> Cn1c(=O)c(=O)n(C)c2cc(N3CCCCC3)c(NS(=O)(=O)c3ccc([N+](=O)[O-])cc3)cc21
→ 8% | -1% | -5% | -1% | -28% | -6% | . | -2% | . | 9 | -4%
> FC(F)Sc1ccc(NC(=S)NC2CCCCC2)cc1
→ ? | 11µM* | ? | 26% | 8.9µM* | 85% | ? | ? | -3% | -18 | ?
> S=C1NC(c2ccccc2)N2C(=S)NC(c3ccccc3)N12 (stereo not drawn)
→ ? | -13%[2.3 µM] | 1% | 16% | -20% | 39% | 19% | 14% | -47% | -7 | 14%
> O=C(Nc1cccc([N+](=O)[O-])c1)Nc1cnccn1
→ 11% | 2% | 11% | 14% | ? | 15% | 14% | 3% | -2% | 4 | ?
> O=C(Nc1nnc(COc2ccc(F)cc2)s1)c1cccs1
→ -1% | -1% | -6%[0.365 µM] | 0% | -29% | -14% | ? | 5% | -7% | 1 | 1%
> COc1cc(C(=O)/C=C/Nc2ccc(NC(C)=O)cc2)cc(OC)c1OC
→ 0% | ? | 5% | -3% | 1% | -58% | ? | 5% | 12% | 10 | 12%
> CCOc1ccc(NC(=O)c2ccc(-c3csc(C)n3)cc2)cc1
→ -5% | -3% | 0% | 0% | 11% | 21% | 14% | -26% | 1% | 1 | -12%

Following part
molecule	Rab9 promoter act	FLuc modulator	Gal4-VP16 FLuc	NPC1 promoter act	RORg inh	BRCA1 expr up	Menin MLL FP TR	p53 reactivation	PKM2 activator	Giardia kill	ELG1 genotox
COc1ccc(C(=O)NCC(c2cccnc2)N2CCN(c3ccccc3OC)CC2)cc1OC (stereo not drawn)	1%	-2%	2%	0%	4%	3%	-7%	-5%	-2%	-24	-6%
CCCN1C(=O)/C(=C2/C=Cc3ccccc3N2CC)SC1=S	-2%	-18%	8%	-1%	3%	-23%	?	-6%	.	9	0%
CCOc1ccc(OCCC(=O)OCC(=O)Nc2ccc3c(c2)OCCO3)cc1	-5%	?	.	-2%	.	1%	.	18%	.	2	-1%
Cn1c(CNC(=O)c2ccco2)nnc1SCC(=O)c1ccccc1	-1%	-2%	18%	0%	28µM*	-10%	-20%	10%	-10%	12	1%
Cc1ccccc1N=Nc1c(C)[nH]n(-c2ccccc2)c1=O	0%	?	-9%	2%	-14%	-21%	1%	3%	2%	6	-1%
CCN(CC)CC(=O)Nc1nn(-c2ccccc2)nc1C(N)=O	-2%	-27%	4%	-1%	-2%	5%	7%	-7%	-6%	-11	1%
O=C(c1ccco1)N1CCN(C(c2ccccc2Cl)c2nnnn2Cc2cccs2)CC1 (stereo not drawn)	-2%	0%	2%	-5%	?	-54%	-8%	-3%	8%	4	-16%

Fetched by structure from the list above, 4 records:
molecule	Rab9 promoter act	FLuc modulator	Gal4-VP16 FLuc	NPC1 promoter act	RORg inh	BRCA1 expr up	Menin MLL FP TR	p53 reactivation	PKM2 activator	Giardia kill	ELG1 genotox
Cn1c(CNC(=O)c2ccco2)nnc1SCC(=O)c1ccccc1	-1%	-2%	18%	0%	28µM*	-10%	-20%	10%	-10%	12	1%
CCCN1C(=O)/C(=C2/C=Cc3ccccc3N2CC)SC1=S	-2%	-18%	8%	-1%	3%	-23%	?	-6%	.	9	0%
CCOc1ccc(OCCC(=O)OCC(=O)Nc2ccc3c(c2)OCCO3)cc1	-5%	?	.	-2%	.	1%	.	18%	.	2	-1%
CCN(CC)CC(=O)Nc1nn(-c2ccccc2)nc1C(N)=O	-2%	-27%	4%	-1%	-2%	5%	7%	-7%	-6%	-11	1%

This is a subset (hit frequency here may not be typical).
